# INS-1E GSIS act: GLuc luminescence reporter in INS-1E cells, primary screen for activators of glucose-dependent secretion of insulin; 370,000 compounds, 0.61% hits; INS-1E GLuc reporter insulin secretion, 2-3 h; activation, % at 16.6 µM; AID 743287, 2014;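 active = lowest replicate activation of at least 40%, so every replicate reaches that level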;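 note: 0% = median of neutral control wells and 100% = median of IBMX positive control wells; some compounds called inactive have numbers as strong as hits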
# C2C12 statin: suppressors of statin myotoxicity in C2C12 myotubes, primary screen, cell-based, single point, plate reader; C2C12 myotubes + simvastatin, ATP luminescence, 48 h; scaled: DMSO 0, geranylgeraniol control 100; rescue of ATP level, % at 7.49 µM; 330,000 compounds, 0.78% hits; AID 602340, 2012;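 active = mean ATP rescue above about 67%, or every replicate alone reaching that limit, limit read from the data, passing the limit was not always enough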;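 note: myotubes were challenged with 10 µM simvastatin during compound exposure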
# ARNT-TACC3 inh: disruptors of ARNT/TACC3 protein interaction, primary screen, biochemical, AlphaScreen, single concentration; Transforming acidic coiled-coil-containing protein 3 (Homo sapiens), Q9Y6A5; AlphaScreen His-ARNT PAS-B/GST-TACC3 binding, luminescence; TACC3 fragment carries E629A point mutation; inhibition, % at 9.99 µM; 390,000 compounds, 0.66% hits;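 active = mean inhibition of replicates at least 50% and at least half of replicates each reaching 50%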;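 note: 0% = complete ARNT plus TACC3 wells and 100% = ARNT alone without TACC3; many hits fall short of the cut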
# PAX8 inh HTS: inhibitors of PAX8-driven TPO luciferase reporter, primary screen, RMG-I cells, single concentration | SteadyGlo, 24 h | inhibition, % at 12.6 µM | 360,000 compounds, 1.2% hits | AID 652154, 2013;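 active = mean replicate inhibition at least 60% with every replicate also reaching 60%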;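 note: luciferase light reporting Pax8 driven TPO promoter activity; plate controls were median of neutral control wells for no effect and mitoxantrone controls for full effect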
# Cneo AK release: Cryptococcus neoformans cell lysis inducers, primary screen, AK release luminescence, single concentration | AID 651654, 2012 | 360,000 compounds, 0.2% hits | lysis activity, % at 15 µM | C. neoformans lysis, adenylate kinase release luminescence, 4 h; normalised: neutral wells 0, clomiphene wells 100;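 active = mean lysis activity across replicates of at least 80%, whatever share of replicates individually reach that level; inactive = mean lysis activity below 80%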
#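 Assay system: Cryptococcus neoformans yeast cells / Dosing: single-point compound dose / Timing: 4 h at 37 °C static, read 1 h later / Measured by: luminescence of released adenylate kinase using an AK detection reagent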
# LGR2 inh: inhibitors of bursicon-induced LGR2 CRE-luciferase signal, primary screen, cell-based, HEK293, CRE-luciferase reporter, bursicon stimulation; Drosophila bursicon receptor LGR2 (rickets); inhibition, % at 9.99 µM; bursicon-stimulated, 4 h; 380,000 compounds, 0.35% hits;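 active = drop in luminescence signal, shown as inhibition above about 50% in the replicate tests, limit read from the data, passing the limit was not always enough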;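 note: agonist challenge used bursicon conditioned medium at about half maximal strength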
# PGC1a acetyl inh: inhibitors of PGC1a acetylation signal, primary screen, cell-based, U2OS, AlphaScreen, inhibitor mode; AlphaScreen anti-acetyl-lysine; with virally co-expressed GCN5 acetyltransferase; 350,000 compounds, 0.17% hits; AID 651687, 2012; inhibition, % at 15.6 µM;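 active = every replicate shows inhibition of at least 40%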;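 note: 0% = neutral control wells and 100% = positive control wells; some results beyond the cut were filed as inactive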
# PglD DTNB: C. jejuni PglD acetyltransferase inhibitors, primary screen, biochemical, DTNB colorimetric, single point | purified PglD enzyme, DTNB colorimetric CoA detection | UDP-N-acetylbacillosamine N-acetyltransferase PglD (Campylobacter jejuni) | 360,000 compounds, 0.098% hits | inhibition, % at 12.5 µM; in the data active = inhibition above about 16%, passing the limit was not always enough; note: strong numbers were not always called active
# The depositor's hits bear a star; / = no result given. Compounds were not picked by outcome; 2.9% or so of the library scored in one or more.
# The first 11 records, to show the layout:
[1] C[C@@H]1CN([C@H](C)CO)C(=O)c2cc(NC(=O)CCN3CCOCC3)ccc2O[C@H]1CN(C)CC1CCCCC1
[2] COc1ccc(/C=C/CN2CCCC(CCC(=O)NCc3ccc(F)c(F)c3)C2)cc1 (stereo unspecified)
[3] Cc1cc(C)c2c(C)nn(-c3ccccc3)c2n1
[4] COc1ccccc1N1CCN(C2CC(=O)N(c3ccc(F)cc3)C2=O)CC1 (stereo unspecified)
[5] C[C@H]1CN([C@@H](C)CO)C(=O)c2cc(NC(=O)Cc3ccccc3)ccc2O[C@H]1CN(C)CC1CCCCC1
[6] CCN(CC)c1ccc(C2Nc3cccc4cccc(c34)N2)c(O)c1
[7] O=C(C[C@H]1C[C@H]2c3cc(NC(=O)Nc4ccccc4F)ccc3O[C@H]2[C@@H](CO)O1)NCc1cc(F)ccc1F
[8] CC(=O)Nc1nc(-c2ccccc2)nc(-c2ccccc2OC(C)=O)n1
[9] CCNC(=O)N(CC)C[C@H]1N[C@@](Cc2ccccc2)(C(=O)OC)[C@H]2C(=O)N(C)C(=O)[C@@H]12
[10] CO[C@H]1CN(C)C(=O)c2ccc(NS(C)(=O)=O)cc2OC[C@@H](C)N(Cc2cncnc2)C[C@H]1C
Screen / compound no.	1	2	3	4	5	6	7	8	9	10
INS-1E GSIS act	11	-43	/	-7	0	-5	10	14	/	2
C2C12 statin	-15	-23	-12	10	29	3	5	12	10	-3
ARNT-TACC3 inh	/	-1	-1	-12	-4	-1	-12	30	-11	/
PAX8 inh HTS	-17	-6	0	-44	-4	/	24	/	13	/
Cneo AK release	-2	/	-3	-2	-2	-7	41	0	-4	2
LGR2 inh	2	-29	/	-13	-7	/	8	-10	/	-4
PGC1a acetyl inh	-7	1	-5	/	7	-1	/	/	1	0
PglD DTNB	1	/	-3	3	-2	-1	3	3	-3	-2

[11] CCC(=O)Nc1ccc2c(c1)OC[C@@H](C)N(Cc1nccs1)C[C@H](C)[C@H](OC)CN(C)C2=O
Screen / compound no.	11
INS-1E GSIS act	-2
C2C12 statin	-2
ARNT-TACC3 inh	-7
PAX8 inh HTS	2
Cneo AK release	-2
LGR2 inh	4
PGC1a acetyl inh	-8
PglD DTNB	3

# Main list (from the top)
[1] C[C@@H]1CN([C@H](C)CO)C(=O)c2cc(NC(=O)CCN3CCOCC3)ccc2O[C@H]1CN(C)CC1CCCCC1
[2] COc1ccc(/C=C/CN2CCCC(CCC(=O)NCc3ccc(F)c(F)c3)C2)cc1 (stereo unspecified)
[3] Cc1cc(C)c2c(C)nn(-c3ccccc3)c2n1
[4] COc1ccccc1N1CCN(C2CC(=O)N(c3ccc(F)cc3)C2=O)CC1 (stereo unspecified)
[5] C[C@H]1CN([C@@H](C)CO)C(=O)c2cc(NC(=O)Cc3ccccc3)ccc2O[C@H]1CN(C)CC1CCCCC1
[6] CCN(CC)c1ccc(C2Nc3cccc4cccc(c34)N2)c(O)c1
[7] O=C(C[C@H]1C[C@H]2c3cc(NC(=O)Nc4ccccc4F)ccc3O[C@H]2[C@@H](CO)O1)NCc1cc(F)ccc1F
[8] CC(=O)Nc1nc(-c2ccccc2)nc(-c2ccccc2OC(C)=O)n1
Screen / compound no.	1	2	3	4	5	6	7	8
INS-1E GSIS act	11	-43	/	-7	0	-5	10	14
C2C12 statin	-15	-23	-12	10	29	3	5	12
ARNT-TACC3 inh	/	-1	-1	-12	-4	-1	-12	30
PAX8 inh HTS	-17	-6	0	-44	-4	/	24	/
Cneo AK release	-2	/	-3	-2	-2	-7	41	0
LGR2 inh	2	-29	/	-13	-7	/	8	-10
PGC1a acetyl inh	-7	1	-5	/	7	-1	/	/
PglD DTNB	1	/	-3	3	-2	-1	3	3

[9] CCNC(=O)N(CC)C[C@H]1N[C@@](Cc2ccccc2)(C(=O)OC)[C@H]2C(=O)N(C)C(=O)[C@@H]12
[10] CO[C@H]1CN(C)C(=O)c2ccc(NS(C)(=O)=O)cc2OC[C@@H](C)N(Cc2cncnc2)C[C@H]1C
[11] CCC(=O)Nc1ccc2c(c1)OC[C@@H](C)N(Cc1nccs1)C[C@H](C)[C@H](OC)CN(C)C2=O
[12] C[C@H](O)C#Cc1cnc2c(c1)C(=O)N([C@@H](C)CO)C[C@H](C)[C@H](CN(C)Cc1ccc(-c3ccccc3)cc1)O2
[13] COc1ccc(NC(=O)c2cc(-c3ccccc3)nc3c2cnn3C(C)C)cc1
[14] COC(=O)c1c(O)c2ccccc2[nH]c1=O
[15] COc1ccc(C2NC(=O)NC(C)=C2C(=O)OC2CCCCC2)cc1 (stereo unspecified)
[16] CCOc1ccc(-n2ccnc(SCC(=O)Nc3ccc(CC)cc3)c2=O)cc1
Screen / compound no.	9	10	11	12	13	14	15	16
INS-1E GSIS act	/	2	-2	-9	-40	/	-1	0
C2C12 statin	10	-3	-2	0	17	3	6	35
ARNT-TACC3 inh	-11	/	-7	3	1	0	/	8
PAX8 inh HTS	13	/	2	44	-21	-13	-9	-9
Cneo AK release	-4	2	-2	3	1	5	-1	8
LGR2 inh	/	-4	4	-15	-29	/	7	1
PGC1a acetyl inh	1	0	-8	7	4	4	/	-6
PglD DTNB	-3	-2	3	3	-2	4	-3	-2

[17] CNC(=S)N1CCC(Cc2ccccc2)CC1
[18] COc1ccc(CN(C)C[C@H]2OCCCC[C@H](C)Oc3ccc(NC(=O)Nc4ccccc4)cc3C(=O)N([C@@H](C)CO)C[C@H]2C)cc1
[19] COc1cccc(CCNC(=O)C2CCC(=O)N(Cc3cccc(OC)c3)C2)c1 (stereo unspecified)
[20] COc1ccc(/C=C/C(=O)c2c(C)cc(C)[nH]c2=O)c2ccccc12
[21] Cc1ccc(C)c(NS(=O)(=O)c2cc(C(=O)NCC3CCCO3)ccc2C)c1 (stereo unspecified)
[22] COc1cccc(C(=O)Nc2ccc3c(c2)OC[C@@H](C)N(CCc2ccccc2)C[C@H](C)[C@H](OC)CN(C)C3=O)c1
[23] COc1ccccc1-c1ccc([C@H]2[C@@H](C#N)N(C(=O)CN(C)C)[C@@H]2CO)cc1
[24] Cc1ccc(SCC2=NN(c3nc(C)cc(C)n3)C(=O)C2)cc1
Screen / compound no.	17	18	19	20	21	22	23	24
INS-1E GSIS act	-24	-21	27	1	0	-4	7	15
C2C12 statin	9	/	-2	14	/	36	1	/
ARNT-TACC3 inh	/	2	-1	12	-1	15	-4	7
PAX8 inh HTS	16	10	-2	32	1	4	11	-9
Cneo AK release	-1	1	3	2	1	31	-3	/
LGR2 inh	10	4	-2	0	14	11	6	-33
PGC1a acetyl inh	/	-14	-9	0	9	-2	0	3
PglD DTNB	2	-5	-1	-6	8	3	-2	/

[25] CCOC(=O)Cn1nnc(-c2cc(OC)c(OC)c(OC)c2)n1
[26] COc1ccc(C(=O)Cn2c3ccccc3n3nc(CCC(=O)O)c(=O)nc23)cc1OC
[27] CC1CCCN(C(=O)COC(=O)C2=COCCO2)C1 (stereo unspecified)
[28] CN(CCc1ccccc1)C(=O)c1ccc(NC(=O)Cc2ccc(NC(=O)C3CCN(C(=O)CCc4ccccc4)CC3)cc2)cc1
[29] CCCCCC(=O)Nc1nc(C)c(-c2csc(Nc3ccc(Cl)cc3)n2)s1
[30] O=C(COC(=O)c1ccc2c(c1)OCO2)Nc1cccc(F)c1
[31] C[C@@H]1CN([C@@H](C)CO)C(=O)c2cc(NC(=O)Nc3cccc4ccccc34)ccc2O[C@@H]1CN(C)S(=O)(=O)c1cccs1
[32] CCOc1ncccc1C(=O)OCc1cn2cc(Cl)ccc2n1
Screen / compound no.	25	26	27	28	29	30	31	32
INS-1E GSIS act	-3	8	4	0	-17	14	-8	8
C2C12 statin	0	1	2	-12	-30	12	6	0
ARNT-TACC3 inh	-6	-2	-5	3	2	-1	3	-10
PAX8 inh HTS	-4	/	-39	46	34	2	/	7
Cneo AK release	0	/	-1	-1	1	0	55	0
LGR2 inh	-16	/	-16	-15	15	-5	-12	/
PGC1a acetyl inh	3	2	6	/	/	3	13	-2
PglD DTNB	4	/	4	-5	-2	5	1	5

[33] CCOc1ccc(C(=O)Nc2ccccc2C#N)cc1[N+](=O)[O-]
[34] CC1(C)N=C(c2ccc(Cl)cc2Cl)C(=O)N1
[35] CCOc1ccccc1N1C(=O)c2ccc(C(=O)Nc3cccnc3)cc2C1=O
[36] O=C(Cn1c(C2CC2)nc2ccccc2c1=O)Nc1ccc(Br)cc1
[37] COc1ccc(NC2c3ccccc3C(=O)N2Cc2ccco2)cc1OC (stereo unspecified)
[38] COc1ccc(NC(=O)Nc2ccc3c(c2)CC(=O)N([C@@H](C)CO)C[C@@H](C)[C@H](CN(C)S(=O)(=O)c2ccc(OC)cc2)O3)cc1
[39] O=C(c1ccco1)N1CCN(c2ncnc3c2[nH]c2ccc(Br)cc23)CC1
[40] CCC(NC(=O)CSc1nnnn1C1CC1)c1ccc(Br)cc1 (stereo unspecified)
Screen / compound no.	33	34	35	36	37	38	39	40
INS-1E GSIS act	23	2	-8	/	/	5	/	-4
C2C12 statin	-3	4	8	1	5	14	-50	-1
ARNT-TACC3 inh	/	-4	5	3	0	10	10	0
PAX8 inh HTS	-2	/	-2	-5	/	0	/	-9
Cneo AK release	/	-2	-2	-1	1	-2	-3	1
LGR2 inh	-23	3	0	/	-4	2	/	0
PGC1a acetyl inh	10	15	-3	0	/	4	-2	5
PglD DTNB	/	0	-1	3	-3	3	2	-3

[41] O=C(Nc1cc(-c2ccccc2)sc1C(=O)O)c1cccc(F)c1
[42] COc1ccc(C(C(=O)NC2CCCCC2)N(Cc2ccco2)C(=O)c2snc(C(N)=O)c2N)cc1 (stereo unspecified)
[43] Nc1[nH]c(=O)[nH]c(=O)c1N=Nc1cccc(Cl)c1
[44] O=C(c1ccccc1)c1ccc(C(=O)N2CCOCC2)cc1
[45] CCC1CCc2sc(C(=O)N3CCN(c4ccccn4)CC3)cc2C1 (stereo unspecified)
[46] CS(=O)(=O)c1cccc(C(=O)Nc2ccc3c(c2)OCCCO3)c1
[47] CC(=O)CC(C)(C)NC(C)=S
[48] COc1cccc(NC(=O)CN(C)CC(=O)Nc2ccc(C)c(S(=O)(=O)N3CCOCC3)c2)c1
Screen / compound no.	41	42	43	44	45	46	47	48
INS-1E GSIS act	-46	-4	6	-5	4	16	-1	/
C2C12 statin	-2	5	/	-13	9	0	2	5
ARNT-TACC3 inh	-3	-3	0	-2	-41	24	1	5
PAX8 inh HTS	6	3	2	/	-3	-144	-84	-5
Cneo AK release	-3	1	/	0	-3	-3	0	1
LGR2 inh	-5	9	7	6	-7	-20	6	/
PGC1a acetyl inh	16	-8	/	/	/	/	10	-2
PglD DTNB	8	3	/	-1	-1	0	-3	-1

[49] O=C1SC(c2ccccc2)=C/C1=C\N1CCCCC1
[50] NNC(=O)C12CC3CC(C1)CC(n1ncnn1)(C3)C2
[51] O=C(Oc1ccc(-c2nnco2)cc1)c1ccc(Br)o1
[52] Cc1ccc(C(=O)CCC(=O)OCC(=O)Nc2ccc3[nH]c(=O)[nH]c3c2)cc1
Screen / compound no.	49	50	51	52
INS-1E GSIS act	-5	12	5	9
C2C12 statin	8	/	-2	0
ARNT-TACC3 inh	-5	-5	/	0
PAX8 inh HTS	/	11	-1	-1
Cneo AK release	1	/	8	2
LGR2 inh	-9	-5	6	2
PGC1a acetyl inh	/	/	/	3
PglD DTNB	-6	/	4	-6
